FBPA Giardia inh = inhibitors of Giardia lamblia fructose-1,6-bisphosphate aldolase; A8B2U2; AID 2451; purified Giardia FBPA; Potency, µM (top dose mostly 59.6 µM), inactives show at the highest dose activity, negative = inhibition, actives largely listed as inhibitors; actives 0.71% (n = 290,000); also: potency is read from the fitted curve at half-maximal effect; nearly all actives have a fitted effect of over 55% in size
Target sequence (A8B2U2 whole entry, looked up): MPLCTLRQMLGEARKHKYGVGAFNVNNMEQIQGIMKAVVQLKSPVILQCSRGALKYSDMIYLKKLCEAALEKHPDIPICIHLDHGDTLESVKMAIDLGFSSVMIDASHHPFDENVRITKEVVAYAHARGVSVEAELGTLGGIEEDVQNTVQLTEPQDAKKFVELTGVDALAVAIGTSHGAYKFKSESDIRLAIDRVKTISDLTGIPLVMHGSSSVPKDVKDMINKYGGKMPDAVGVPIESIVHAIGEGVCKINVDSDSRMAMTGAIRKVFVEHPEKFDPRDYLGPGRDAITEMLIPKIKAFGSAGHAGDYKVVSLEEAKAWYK
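Giardia FBPA (40 nM reagent) was preincubated 10 min at RT with compound (up to 57.5 uM final), then substrate plus GAPDH/TPI/NAD/arsenate coupling system with diaphorase/resazurin was added; resorufin fluorescence (525/598 nm) was read after 20 min.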
AMA1 RON2 block = disrupts binding of P. falciparum AMA1 to RON2 | Potency, µM (highest dose often 58.2 µM), for the others: top-dose activity change, negative = inhibition, actives largely listed as inhibitors | actives 0.2% (n = 360,000) | AlphaScreen AMA1-biotinylated RON2 peptide binding;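 also: potency is read from the fitted curve at half-maximal effect; 0% = vehicle wells and -100% = peptide control; nearly all actives have a fitted effect of over 45% in size; some results filed as inactive show a strong effect at the top dose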
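AMA1 (3D7) with his tag at 25 nM final met compounds first, then biotinylated RON2 peptide at 25 nM; detection used donor plus acceptor beads, 10 µg/mL apiece, read by AlphaScreen after 30 min at room temperature.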
AmpC no deterg = AmpC beta-lactamase inhibition without detergent; actives 0.52% (n = 330,000); Potency, µM (top dose mostly 57.1 µM), for inactives: at the top dose activity change, negative = inhibition, hits mostly inhibitors; AID 485341; AmpC nitrocefin hydrolysis, absorbance 480 nm, 0.0001% Triton; P00811;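 also: potency is read from the fitted curve at half-maximal effect; plate controls were no compound for no effect and no enzyme for full effect; nearly all actives have a fitted effect of over 20% in size; some results filed as inactive show a strong effect at the top dose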
Target sequence (P00811 whole entry, looked up): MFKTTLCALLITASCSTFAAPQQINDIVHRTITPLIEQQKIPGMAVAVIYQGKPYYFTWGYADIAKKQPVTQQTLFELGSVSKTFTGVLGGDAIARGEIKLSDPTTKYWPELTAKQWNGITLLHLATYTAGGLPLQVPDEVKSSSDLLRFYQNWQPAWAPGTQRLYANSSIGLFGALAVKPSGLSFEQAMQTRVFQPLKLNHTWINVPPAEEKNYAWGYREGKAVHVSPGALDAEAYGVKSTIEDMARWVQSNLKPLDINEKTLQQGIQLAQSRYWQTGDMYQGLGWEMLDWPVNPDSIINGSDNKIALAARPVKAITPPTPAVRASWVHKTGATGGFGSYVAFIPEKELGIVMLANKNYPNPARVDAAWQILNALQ
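20 mM phosphate pH 7.0 + 0.01% (detergent screen) or 0.0001% Triton X-100; 5.3 nM AmpC reagent; cpd preinc 15 min RT; nitrocefin (800 uM stock) to start; A480 q20 s × 4 min; Activity was normalised to no-enzyme and no-compound control wells.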
HCMV antiviral = inhibitors of human cytomegalovirus; actives 4.5% (n = 410,000); AID 1259415; HFF cells, HCMV-luciferase reporter, 72 h; active compounds read low; activity change, negative = inhibition, % at 57.5 µM; in the data active = activity change below about -60%; inconclusive = no clear call, values can overlap the other calls; inactive = above about -39%
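Cell-based, HFFs, 1000 cells/well, 16 h 37C; cpds in DMSO + HCMV-luc, MOI 1 PFU/cell; 72 h 37C; OneGlo luminescence after 5 min RT; norm. to buffer vs Salinomycin 10uM.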
Sm TGR inh = blocks Schistosoma mansoni thioredoxin glutathione reductase; purified TGR, DTNB reduction, TNB absorbance 405 nm; AID 485364; Potency, µM (highest dose often 114 µM), inactives show at the top dose activity change, negative = inhibition, most hits filed as inhibitors; actives 3% (n = 360,000); also: potency is read from the fitted curve at half-maximal effect; nearly all actives have a fitted effect of over 60% in size
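First, TGR (20 nM dispensed) and NADPH were mixed with compound. Second, a 15 min room-temperature incubation followed. Third, further NADPH and then DTNB were added to start the reaction. Finally, TNB absorbance was monitored kinetically.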
AmpC detergent = blocks E. coli AmpC beta-lactamase in detergent assay. P00811. AmpC hydrolysis of nitrocefin, absorbance 480 nm, 0.01% Triton. Potency, µM (doses to about 114 µM), for the others: at the top dose activity change, negative = inhibition, actives largely listed as inhibitors. actives 0.041% (n = 370,000). AID 485294;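 also: potency is read from the fitted curve at half-maximal effect; 0% = no-compound wells and -100% = no-enzyme wells; nearly all actives have a fitted effect of over 25% in size; some results filed as inactive show a strong effect at the top dose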
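AmpC (5.3 nM in the dispensed reagent) in 20 mM phosphate pH 7.0 with 0.01% (detergent screen) or 0.0001% Triton X-100 was preincubated with compounds for 15 min at room temperature. Nitrocefin was then added from an 800 uM solution, and hydrolysis was followed at 480 nm.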
* hit, by the source's call; u = inconclusive; x = no result given; [ ] = dose if it differs, or a comment. Unless noted, calls follow the shape of the dose curve; as a rule, active = well fitted curve in the direction sought with a large enough effect; inconclusive = small, poorly fitted or top-dose-only effect, or another doubt; inactive = no such curve, though single readings can be large; an effect the other way counts as inactive or inconclusive. Unless noted, % is scaled to controls: 0 for no effect and ±100 for the full control effect.

SMILES	FBPA Giardia inh	AMA1 RON2 block	AmpC no deterg	HCMV antiviral	Sm TGR inh	AmpC detergent
O=C(c1cc(-n2cnnc2)ccc1Cl)N1CCN(c2nc(-c3ccccc3)cs2)CC1	0%	-13%	-1%	-13	-3%	u
Cc1cc(CN2CCN(CC(=O)Nc3cc(Cl)ccc3-n3cncn3)CC2)no1	x	23%	7%	0	-13%	0%
CC(=O)c1cccc(NC(=O)CCc2nnc3ccc(N4CCOCC4)nn23)c1	-4%	7%	-7%	0	1%	-3%
COc1ccc2c(CCNC(=O)CN3C(=O)c4ccccc4C3=O)c[nH]c2c1	-6%	2%	-36%	-13	-15%	0%
O=C1CC(c2ccccc2)NN1 (stereo not drawn)	x	13%	-22%	-2	-2%	1%
CC1CCCCN1C(=O)c1ccc(NC(=O)c2ccccc2Cl)cc1 (stereo not drawn)	1%	0%	0%[2.29 µM]	5	4%	-11%
CCOC(=O)C1=C(C)N(C[C@@H]2CC[C@@H](Cc3ccc(-c4ccccc4)cc3)O2)C(=O)NC1c1ccc(SCc2ccco2)c([N+](=O)[O-])c1 (stereo partly drawn)	x	-18%	7.9µM*	9	x	x
COc1ccc(-c2nc3ccc([N+](=O)[O-])cc3o2)cc1	5%	-17%	-14%	-92*	-2%	u
Nc1nonc1C(=O)NCCNC(=O)c1ccc(Cl)cc1	2%	-12%	-19%	9	0%	u
CCOc1ccc(C)cc1S(=O)(=O)n1cnc2ccccc21	4%	8%	56%	u	3%	3%
O=c1[nH]c(O)c(C=NC2CCN(Cc3ccccc3)CC2)c(=O)[nH]1	-5%	-8%	-16%	20	0%	1%
OCC1=C[C@@H](O)C2C=CO[C@@H](O[C@@H]3O[C@H](CO)[C@@H](O)[C@H](O)[C@H]3O)C12 (stereo partly drawn)	x	-3%	-4%	16	x	x

Whole records, quoted from the list. Values in the order: FBPA Giardia inh	AMA1 RON2 block	AmpC no deterg	HCMV antiviral	Sm TGR inh	AmpC detergent
CC1CCCCN1C(=O)c1ccc(NC(=O)c2ccccc2Cl)cc1 (stereo not drawn) is listed with 1%	0%	0%[2.29 µM]	5	4%	-11%
COc1ccc(-c2nc3ccc([N+](=O)[O-])cc3o2)cc1 is listed with 5%	-17%	-14%	-92*	-2%	u
OCC1=C[C@@H](O)C2C=CO[C@@H](O[C@@H]3O[C@H](CO)[C@@H](O)[C@H](O)[C@H]3O)C12 (stereo partly drawn) is listed with x	-3%	-4%	16	x	x
CCOc1ccc(C)cc1S(=O)(=O)n1cnc2ccccc21 is listed with 4%	8%	56%	u	3%	3%

(list continues)
SMILES	FBPA Giardia inh	AMA1 RON2 block	AmpC no deterg	HCMV antiviral	Sm TGR inh	AmpC detergent
CCOc1cc(N2CCOCC2)c(OCC)cc1NC(=O)CN1C(=O)NC2(CCCCC2)C1=O	x	2%	63%[activator]	-7	-49%	2%
Cc1cccc(C)c1NC(=O)CSc1nnc(NC(=O)c2ccccc2C(=O)O)s1	13%	11%	-20%	-21	6%	-3%
Cc1ccc2nc(NC(=O)CSc3nncc(=O)n3N)sc2c1	-3%	0%	-14%	77	-26%	-6%
CCCOc1ccc(CNC(=O)CCCN2C(=O)CSc3c2c(C)nn3-c2ccccc2)cc1	x	x	x	-2	2%	-4%
CC(NS(=O)(=O)c1ccc(Br)cc1)C(c1cccs1)N1CCN(C)CC1 (stereo not drawn)	4%	-16%	45µM*	-8	-4%	u
CC1(C)Oc2ccc(C(=O)N3CCCC3)cc2N(CC(=O)NCc2ccccc2)C1=O	6%	1%	-3%	9	4%	-6%
COc1ccc(NC(=O)NCCc2ccc(Cl)cc2)cc1OC	1%	1%	13%	6	12%	9%
O=C(Oc1ccccc1[N+](=O)[O-])c1cccnc1	-1%	-11%	-17%	34	-35%	-18%
CC(=O)C1C(c2ccc([N+](=O)[O-])cc2)c2c(noc2C)CC1(C)O (stereo not drawn)	3%	-16%	-3%	-19	3%	2%
COC(=O)c1[nH]c2c(c1C)C(=O)CC(c1cccc(OC)c1)C2 (stereo not drawn)	9%	-1%	-18%	u	6%	-13%
COc1cc(S(=O)(=O)NCCCn2ccnc2)ccc1F	-1%	6%	-12%	1	-5%	-11%
O=C(CN1CCCCC1)NCCNC(=O)CN1CCCCC1	9%	1%	-12%	55	-1%	-8%

Among those listed so far, these contain an NH in an aromatic ring:
SMILES	FBPA Giardia inh	AMA1 RON2 block	AmpC no deterg	HCMV antiviral	Sm TGR inh	AmpC detergent
COc1ccc2c(CCNC(=O)CN3C(=O)c4ccccc4C3=O)c[nH]c2c1	-6%	2%	-36%	-13	-15%	0%
O=c1[nH]c(O)c(C=NC2CCN(Cc3ccccc3)CC2)c(=O)[nH]1	-5%	-8%	-16%	20	0%	1%
COC(=O)c1[nH]c2c(c1C)C(=O)CC(c1cccc(OC)c1)C2 (stereo not drawn)	9%	-1%	-18%	u	6%	-13%

The listing continues.
SMILES	FBPA Giardia inh	AMA1 RON2 block	AmpC no deterg	HCMV antiviral	Sm TGR inh	AmpC detergent
Cc1cnn(CCC(=O)NNC(=S)Nc2ccc(F)cc2)c1	x	125%[activator]	-18%	4	5%	-1%
Cc1cccc(C(C)Nc2ccc([N+](=O)[O-])cn2)c1 (stereo not drawn)	13%	-18%	-19%	23	0%	-10%
Cc1ccccc1-c1nnc2c3ccccc3c(C)nn12	-4%	0%	-12%	19	0%	-2%
COC(=O)[C@@]1(C)[C@H]2C(=O)N(C)C(=O)[C@H]2[C@H]2CN=C(SCc3ccc(Cl)cc3)N21	x	17%	43%	28	x	x
COc1ccc(C(=O)CC2OC(=O)c3c2ccc(OC)c3OC)cc1 (stereo not drawn)	16%	15%	-16%	70	-2%	u
CC(c1nc2ccccc2c(=O)[nH]1)N1CCCN(S(=O)(=O)c2ccc(F)cc2)CC1 (stereo not drawn)	x	55%[activator]	22%	-17	8%	6%
COc1ccc(OC)c(CCNc2nc3cc(OC)c(OC)cc3c3nc(-c4cccnc4)nn23)c1	x	x	x	4	-2%	9%
CC1CC(C)CN(C(=O)c2cc(-c3ccncc3)nc3ccccc23)C1 (stereo not drawn)	x	-15%	20%	8	-1%	-8%
CCOC(=O)N1CCC(NC(=O)c2ccc3c(c2)N=C(CC)c2ccccc2S3)CC1	0%	-22%	142%[activator]	u	-4%	4%
Cn1cc(C(=O)O)c(=O)c2cc(S(=O)(=O)N3CCCCC3)ccc21	x	x	x	53	4%	0%
O=C(Nc1cc(S(=O)(=O)N2CCCC2)ccc1Cl)c1cc(F)c(F)c(F)c1F	x	-3%	-26%	-12	x	x
NS(=O)(=O)c1ccc(NC(=O)Cn2ncc3c2-c2ccccc2OC3)cc1	-3%	0%	-19%	29	-29%	u
CC(=O)NC(=S)Nc1cccc2c(C)cc(C)nc12	u	57%[activator]	-1%	-34	3%	-1%
O=c1nc2s/c(=C\c3ccc(-c4ccccc4[N+](=O)[O-])o3)c(=O)n2nc1-c1ccccc1	u	-4%	-41%	50	-14%	-6%
COc1ccccc1CN1CCN(Cc2nc(-c3ccc(C)cc3)oc2C)CC1	2%	-4%	82%[activator]	70	0%	u
CCOC(=O)C1=C(c2ccccc2)NC(=O)NC1c1ccc(OC)cc1 (stereo not drawn)	-2%	3%	-25%	60	8%	-12%
CCOc1ccccc1-n1c(O)c(C=Nc2c(C)n(C)n(-c3ccccc3)c2=O)c(=O)[nH]c1=O	2%	9%	-4%	3	0%	u
Cc1ccc(C(=O)Nc2ccc(S(=O)(=O)N3CCCC3)cc2)o1	x	-5%	-17%	17	-1%	4%
O=C(COC(=O)c1ccccc1Nc1ccccc1)NCc1ccccc1	8%	-1%	-29%	22	-15%	5%
COc1ccc(N(CC(=O)NCCc2cccc(C)c2)S(=O)(=O)c2c(C)nn(C)c2C)cc1	x	x	x	-10	0%	1%
NNC(=O)C(=O)/C=C1\NC2(CCCC2)Cc2ccccc21	1%	41%[activator]	-27%	-19	-6%	5%
CNc1c(NC(=O)c2cc(OC)cc(OC)c2)c(=O)oc2ccccc12	x	x	x	11	16%	12%
COc1ccc(NC(=O)CCc2c(C)nc3nc(CNC(=O)c4cccc(F)c4)nn3c2C)cc1OC	-5%	8%	98%[activator]	-17	1%	4%
CSc1ccc(CCNC(=O)c2cc(C)nn2-c2ccccc2)cc1	-9%	8%	-6%	-29	12%	0%
O=C(NC1CCCCC1)c1ccc(-c2ccccc2F)o1	x	-2%	-12%	164	x	x
CCOc1ccc(NC(=O)Cn2cc(C(=O)c3ccc(CC)cc3)c(=O)c3cc(C)ccc32)cc1	x	x	x	-26	-1%	9%
COc1ccccc1CNC(=O)CSc1ncc2c(n1)-c1cc(Cl)ccc1N(Cc1ccccc1)S2(=O)=O	x	x	x	5	-3%	7%
N/C(=N\OC(=O)Cc1ccccc1[N+](=O)[O-])c1ccncc1	-1%	4%	-15%	-61*	5%	-8%
COc1ccccc1C(=O)COC(=O)CSCC(=O)Nc1cc(C)on1	x	11%	-9%	7	-6%	-13%
O=C(Nc1ccc(N2CCOCC2)cc1)c1ccc(Cl)nc1	0%	-7%	-27%	x	-4%	-6%
COc1ccc(NC(=O)CCNC(=O)Cn2cnc3ccccc3c2=O)c(OC)c1	10%	17%	-4%	15	6%	2%
Cc1ccccc1Cn1ccc(-c2ccc3c(c2)OCO3)n1	0%	11%	-25%	-1	12%	0%
O=[N+]([O-])c1ccc(N2CCN(C(=S)Nc3ccccc3)CC2)cc1	4%	4%	-17%	u	5%	2%
O=C(Cc1cccc2ccccc12)N/N=C/c1ccncc1	8%	28%	-23%	-12	0%	0%
Cc1cc2c3c(c1C)C1(C(=O)N3C(C)(C)CC2C)C(C#N)=C(N)Oc2n[nH]c(C)c21 (stereo not drawn)	1%	-9%	0%	-11	-10%	-15%
CCC(C)NC(=O)C1CCC(CNS(=O)(=O)c2ccc3c(c2)CC(C)N3C(C)=O)CC1 (stereo not drawn)	-1%	-4%	24%	-28	5%	5%
CN(c1ccccc1)S(=O)(=O)c1cccc(NC(=O)Cc2c(F)cccc2Cl)c1	-6%	13%	-35%	2	-8%	-5%
CCC(=NCCCN1CCOCC1)c1c(O)n(Cc2ccccc2)c(=O)[nH]c1=O	4%	-5%	u	-39	u	-3%

Hits appear at their usual frequency; any-hit rate near 7.8%.
